SW480 rereplic: induces DNA re-replication in SW480 colon adenocarcinoma cells. SW480 DNA re-replication, Hoechst DNA content imaging, 48 h. hit rate 1.8% among 340,000. Potency, µM (titrated, usually from 46.1 µM), for inactives: top-dose re-replication activation, usual class: activators; also: potency is read from the fitted curve at half-maximal effect; % of control where 0% means no effect; nearly all actives have a fitted effect of over 55% in size
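SW480 cells exposed to compounds for 48 hr at 37 C, 5% CO2, then Hoechst-stained 40 min. Nuclear DNA content imaged by fluorescence scanning (405 nm excitation, 500-530 nm emission); re-replication scored as increased high-intensity nuclei.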
MCF10A rereplic: induces DNA re-replication in MCF 10a normal breast cells | MCF 10A DNA re-replication, Hoechst nuclear intensity, 48 h | Potency, µM (doses to about 46.1 µM), for inactives: at the top dose activity, positive = re-replication, actives largely listed as activators | hit rate 2.9% among 350,000 | AID 624296; also: potency is read from the fitted curve at half-maximal effect; % of control where 0% means no effect; nearly all actives have a fitted effect of over 50% in size
HT1080NT lethal: kills 2HG-producing HT-1080-NT fibrosarcoma cells. Potency, µM (top dose mostly 46.1 µM), without a hit: top-dose activity, negative = less viability, hits mostly cytotoxic. AID 686970. HT-1080-NT fibrosarcoma viability, CellTiter-Glo ATP luminescence, 48 h. hit rate 1.6% among 360,000;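 also: NT is the 2HG producing partner of a matched IDH1 knockdown line; potency is read from the fitted curve at half-maximal effect; 0% = DMSO-treated cells and -100% = media-only wells without cells; nearly all actives have a fitted effect of over 55% in size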
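Fibrosarcoma NT cells, 750 per well in 5% FBS RPMI, were exposed to compound for 48 hours. Viability: CellTiter-Glo luminescence.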
S2 tox: reduces viability in counter-screen for ATXN expression inhibitors; S2 cells (HEK-293 line with an ATXN2-luciferase reporter) viability, CellTiter-Fluor protease fluorescence, 24 h; Potency, µM (series often up to 56.7 µM), most hits filed as cytotoxic; hit rate 0.49% among 400,000; AID 651635; also: potency is read from the fitted curve at half-maximal effect; nearly all actives have a fitted effect of over 40% in size
HT1080 IDH1KD tx: HT-1080 IDH1 knockdown cell toxicity (counter line) | HT-1080 IDH1 knockdown viability, ATP luminescence, 48 h | AID 686971 | Potency, µM (top dose mostly 46.1 µM), without a hit: top-dose activity, negative = toxicity, hits mostly cytotoxic | hit rate 2% among 360,000;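 also: potency is read from the fitted curve at half-maximal effect; 0% = DMSO wells and -100% = cell-free medium wells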
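After a 2 h attachment period, IDH1KD HT-1080 cells took pin-transferred compound for 48 h at 37 °C; ATP-based luminescence after 10 min room-temperature reagent incubation reported viability.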
ATXN2 expr inh: ATXN2 expression inhibition | hit rate 0.72% among 360,000 | AID 1745845 | Potency, µM (series often up to 57 µM), inactives show at the highest dose activity change, negative = inhibition, usual class: inhibitors | HEK-293 ATXN2-luciferase reporter, luminescence, 24 h; also: potency is read from the fitted curve at half-maximal effect; % is scaled to controls: 0 for no effect and ±100 for the full control effect; nearly all actives have a fitted effect of over 55% in size
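ATXN2-luciferase reporter cells (luciferase flanked by upstream and downstream ATXN2 gene portions) were treated 24 h at 37 °C with compounds at up to 57 uM. SteadyGlo luminescence gave expression; GF-AFC fluorescence gave viability.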
KB-3-1 cytotox: kills parental KB-3-1 adenocarcinoma cells; KB-3-1 viability, CellTiter-Glo ATP luminescence, 72 h; Potency, µM (series often up to 46.1 µM), inactives show at the top dose activity change, negative = cytotoxic, most hits filed as cytotoxic; hit rate 1.4% among 400,000; also: potency is read from the fitted curve at half-maximal effect; % is scaled to controls: 0 for no effect and ±100 for the full control effect; nearly all actives have a fitted effect of over 60% in size
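72 h, 37 °C compound treatment of KB-3-1 parental cells; CellTiter-Glo added, 10 min, luminescence read. Data corrected against DMSO-only plates and normalized before curve fitting.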
KB-V1 MDR tox: KB-V1 MDR subline cytotoxicity; hit rate 3.4% among 400,000; AID 1347076; KB-V1 MDR cells viability, CellTiter-Glo, 72 h; Potency, µM (titrated, usually from 46.1 µM), without a hit: at the highest dose activity change, negative = cytotoxicity, usual class: cytotoxic; also: potency is read from the fitted curve at half-maximal effect; % is scaled to controls: 0 for no effect and ±100 for the full control effect; nearly all actives have a fitted effect of over 60% in size
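Cytotoxicity via CellTiter-Glo luminescence after 72 h compound exposure at 37 degrees C. Cells: drug-selected KB-V1 line, DMEM phenol-red free plus 10% FBS. Compounds tested at multiple concentrations; normalized data fitted to concentration-effect curves.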
IL1B secr inh: inhibitors of inflammasome signaling (IL-1 beta secretion); hit rate 4.7% among 360,000; THP-1 LPS/ATP IL-1B secretion, AlphaLISA, 16 h; hits give low values; activity change, % at 57.5 µM; in the data active = activity change below about -50%; inconclusive = mostly about -30% to -49%; also: % is scaled to controls: 0 for no effect and ±100 for the full control effect
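Secreted IL-1B measured by AlphaLISA bead assay after 16 h compound exposure of THP-1 cells; compounds (final up to 57.5 uM) added 1 h before LPS (250 ng/mL) and ATP (1.25 mM) stimulation; lower signal means less secretion.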
The depositor's hits bear a star; i = inactive; ? = inconclusive; / = no result given; [ ] = dose if it differs, or a comment. Unless noted, calls follow the shape of the dose curve; as a rule, active = well fitted curve in the direction sought with a large enough effect; inconclusive = small, poorly fitted or top-dose-only effect, or another doubt; inactive = no such curve, though single readings can be large; an effect the other way counts as inactive or inconclusive. Not a hit list. Share with any hit: about 11%.

SMILES	SW480 rereplic	MCF10A rereplic	HT1080NT lethal	S2 tox	HT1080 IDH1KD tx	ATXN2 expr inh	KB-3-1 cytotox	KB-V1 MDR tox	IL1B secr inh
C[C@H](CO)N1C[C@H](C)[C@H](CN(C)Cc2cccc(F)c2)Oc2ncc(Br)cc2C1=O	/	/	-4.7%	i	-11.3%	-15.1%	-3.5%	?	?
Cc1cccc(-n2ccc(=O)c(C(=O)Nc3ccc(S(=O)(=O)Nc4nccs4)cc3)n2)c1	0.6%	-26.9%	3.1%	i	11.4%	8.5%	22.1%	19.4%	-15.7
CC(Oc1ccccc1Cl)C(=O)/C=C/N(C)C (centres undefined)	-2.6%	18.4µM*	-17.5%	i	?	5.6%	23.2%	?	-16.2
O=C(COc1ccc2c(c1)CCC2)NCc1ccc(Cl)cc1	0.1%	9.8%	-3.2%	i	6.0%	-2.1%	27.8%	-0.8%	43.4
O=C(COC(=O)Cn1cnc2ccccc2c1=O)NCc1ccccc1Cl	-30.5%	0.7%	10.3%	/	9.5%	-11.7%	19.1%	7.1%	12.2
CCOC(=O)CSc1nc(=O)n2cc(C)ccc2n1	-2.1%	-1.8%	7.2%	?	9.1%	-17.6%	6.3%	-0.3%	-23.2
O=S(=O)(Nc1ccccn1)c1ccc(Cl)c2ccccc12	1.7%	5.9%	-9.5%	i	-4.2%	-19.9%	0.8%	-4.9%	28.1
CCc1nc(SCC(=O)Nc2ccc(F)cc2F)c2c(=O)n(C)c(=O)n(C)c2n1	-0.5%	1.4%	0.5%	i	4.1%	-12.2%	0.0%	?	0.0
O=C(O)c1cc2c(ncc3c(=O)n(-c4ccccc4)[nH]c32)s1	/	/	8.9%	/	1.6%	3.3%	14.1%	-7.3%	8.6
CC(=O)c1coc2ccc(OCCN3CCCCC3)cc12	-1.5%	2.0%	3.1%	i	5.2%	-9.7%	0.2%	-14.8%	?
COc1ccccc1-c1cc(C(=O)NC2CCN(C)CC2)c2ccc(Cl)c(C)c2n1	-13.5%	0.7%	-29.5%	i	?	-6.9%	-12.7%	-4.7%	?
O=C(NCC1COc2ccccc2O1)c1cn(Cc2ccc(F)cc2)nn1 (centres undefined)	5.2%	1.0%	-27.5%	i	-28.1%	-13.9%	0.0%	0.0%	-28.0
Oc1ccc(Cl)cc1CNC1CCCCC1	2.4%	?	-5.5%	i	-2.3%	-16.9%	0.5%	1.5%	?
Cc1ccc(F)cc1NC(=O)c1ccc(OCC2CCCO2)cc1 (centres undefined)	-23.0%	-3.0%	3.7%	i	4.4%	22.2%	2.6%	-1.0%	0.0
COc1ccccc1NC(=O)CSc1nnc(-c2ccc(NC(C)=O)cc2)n1C	-1.3%	1.9%	8.1%	i	7.5%	-8.3%	0.5%	0.0%	9.7
Cc1ccc(CNS(=O)(=O)c2ccc([N+](=O)[O-])cc2)cc1	-1.7%	11.8%	1.5%	i	3.6%	-22.2%	8.0%	10.2%	38.6
Cc1ccc(N(C(=O)c2snc(C(N)=O)c2N)C(C(=O)NCCC(C)C)c2ccco2)cc1 (centres undefined)	?	?	-6.4%	i	-5.5%	-2.9%	-26.1%	?	-22.3
CC(C)CN1CC(C(=O)O)CC1=O (centres undefined)	-3.2%	-3.2%	4.8%	?	0.0%	-25.2%	2.5%	7.6%	-2.6
C/C(=N\NC(=O)c1cc(-c2ccc(Cl)s2)[nH]n1)c1ccncc1	?	20.3%	-2.6%	i	-12.9%	-13.9%	-3.3%	-3.0%	?
COC(=O)C1(C)NC(c2ccccc2F)C2C(=O)N(c3ccccc3)C(=O)C21 (centres undefined)	1.6%	-3.1%	-5.4%	i	-3.9%	/	-8.5%	-26.9%	-19.6
COc1ccccc1N(Cc1cc2ccc(C)cc2[nH]c1=O)C(C)=O	?	0.6%	11.3%	i	14.0%	6.2%	1.1%	-14.6%	0.0
COCCN(Cc1nc(-c2ccc(-c3ccccc3)cc2)oc1C)C(C)C	-19.2%	25.0%	-13.2%	?	-7.1%	/	-3.7%	-1.5%	13.3
C/C(=N\NC(=O)c1ccc(C)cc1C)c1ccc(-n2ccnc2)cc1	3.3%	-2.1%	12.5%	i	1.5%	6.1%	1.0%	-6.6%	3.6
CC1(C)CC(=O)C2=C(C1)N(c1ncn[nH]1)C(N)=C(C#N)C2c1ccccc1 (centres undefined)	-4.3%	-0.5%	-6.5%	i	-0.8%	-11.2%	-1.3%	-6.8%	32.0
COc1ccc(CCNC(=O)CN(c2ccc(OC)c(OC)c2)S(=O)(=O)c2ccc(C)cc2)cc1	-11.7%	-18.5%	0.8%	i	-0.5%	17.3%	-1.4%	-0.1%	47.4
COc1ccc(/C=C/c2ccccc2)cc1[C@H]1[C@@H]2C=CCC[C@@]2(C)C(=O)N1Cc1ccccc1	?	?	?	i	?	3.1%	-27.3%	-11.0%	-16.5
COc1ccccc1CNC(=O)CCn1c(=O)c2ccccc2n(CC(=O)Nc2cccc(Cl)c2)c1=O	/	/	/	i	/	?	1.4%	9.4%	/
O=C(Nc1cccnc1Oc1ncnc2cc(Cl)ccc12)c1ccc(F)cc1	-9.3%	0.7%	4.0%	i	11.5%	-11.8%	15.1%	17.7%	16.3
COc1ccc(/C=C(\C#N)c2nc3ccccc3[nH]2)cc1O	?	?	-18.8%	?	?	30.6%	3.4%	-28.6%	?
O=C(CS(=O)(=O)c1cn(CC(=O)N2CCOCC2)c2ccccc12)Nc1ccccc1F	-1.3%	0.0%	1.3%	i	-3.0%	1.4%	34.9%	4.2%	i
COc1cccc(Cn2c3ccc(NC(=O)Cc4cc(OC)ccc4OC)cc3c(=O)n2C)c1	/	/	?	?	?	-11.8%	?	-4.3%	-78.0*
CC(C)(C)c1ccc(C(=O)Nc2ccccc2Cl)cc1	?	?	-2.3%	i	-8.4%	17.0%	8.8%	-0.7%	-0.6
Cc1ccc(C(=O)CSc2nnc(C)s2)cc1	-0.4%	12.4%	-4.0%	i	-10.5%	31.6%	2.6%	-20.2%	-8.5
COc1ccc(C)cc1C1=CC(=O)C[C@H](c2ccc(F)cc2)C1	3.5%	?	?	i	-27.4%	-6.5%	8.4%	6.3%	?
O=S1(=O)c2ccccc2N(Cc2cccc(F)c2)c2ccccc21	/	/	/	i	/	-15.7%	1.4%	3.8%	/
O=C(NCCCCc1ccccc1)c1cccc(NC(=O)C2CCCCC2)c1	18.2%	?	-10.0%	?	-8.5%	-18.1%	0.0%	-15.2%	0.0
O=C(Cn1nnc2ccccc2c1=O)N1CCOCC1	-67.8%[inhibitor]	?	4.3%	i	7.4%	-3.7%	4.5%	2.0%	18.2
CCOc1ccc(C2c3c(oc4ccc(C)cc4c3=O)C(=O)N2Cc2ccc3c(c2)OCO3)cc1OC (centres undefined)	/	/	/	i	/	3.1%	0.3%	5.0%	/
CCc1nnc(NC=C2C(=O)OC(C)(C)OC2=O)s1	-3.9%	-0.7%	-4.9%	i	26.7%	-0.2%	0.8%	2.3%	0.6
COc1cccc(NC(=O)Cc2ccc3ccccc3c2)c1	16.3%	28.3%	-1.6%	i	-4.6%	2.4%	?	-19.6%	-20.0
CC1=C(C(=O)OCc2ccccc2)C(c2ccccc2)NC(=O)N1CCCCCC(=O)O (centres undefined)	-9.3%	9.3%	13.4%	i	-0.7%	9.5%	-17.6%	0.0%	20.9
COc1ccc(CN(C)CC(=O)Nc2sc3c(c2C#N)CCC3)c(OC)c1	-2.5%	?	1.6%	i	2.2%	-31.3%	-1.3%	?	-20.0
O=C(Nc1ccc2c(c1)OCCO2)C(c1ccccc1)n1c(=O)c(-c2cc3ccccc3[nH]2)nc2ccccc21 (centres undefined)	/	/	-25.3%	/	?	/	-23.4%	-2.6%	17.5
Cc1cccc(-n2nnc(-c3nc(-c4cccs4)no3)c2N)c1	/	/	/	i	/	35.9%[activator]	6.7%	-10.0%	/
Cn1cc(CN2CCC(n3nccc3NC(=O)c3ccccc3Cl)CC2)cn1	-18.9%	2.4%	13.8%	i	16.0%	-2.5%	2.7%	?	1.4
O=S(=O)(Cc1ccc(Cl)cc1)N1CCN(Cc2ccccc2)CC1	-8.3%	?	7.8%	i	1.0%	-27.0%	10.0%	-27.1%	19.7
COc1c(OC(C)=O)ccc(/C=N\NC(=O)c2ccc(Br)cc2)c1[N+](=O)[O-]	3.6%	0.3%	-14.6%	i	-11.7%	15.7%	1.2%	17.5%	-11.2
O=C(N[C@@H]1C[C@H]2CC[C@@H]1C2)c1ccco1	-5.0%	-4.3%	11.0%	i	0.8%	-2.6%	-3.8%	?	-5.8
O=C(COc1cccc(F)c1)Nc1ccc2[nH]c(=O)[nH]c2c1	24.7%	1.5%	-2.1%	i	1.4%	/	-10.5%	-23.4%	0.0
CC(=O)c1c(C)[nH]c(C(=O)Nc2cc(S(=O)(=O)N(C)C)ccc2C)c1C	-3.8%	13.9%	9.1%	i	5.7%	3.0%	0.8%	?	49.2
COCc1cc(C)nc(SCC(=O)Nc2ccc3c(c2)OCCO3)c1C#N	3.4%	?	-3.0%	i	-2.6%	10.9%	-7.6%	-6.2%	-17.7
Cc1nn2c(COc3ccc(NC(=O)C(C)C)cc3)nnc2c2ccccc12	-9.1%	2.2%	-14.5%	i	-13.9%	-7.1%	-0.2%	11.2%	-9.9
CCN(CC)CCCNC(=O)c1nn(-c2ccc(C)cc2)c(=O)c2c1c1ccccc1n2C	/	/	/	i	/	-10.0%	13.5%	9.1%	/
CCN(Cc1ccccc1)S(=O)(=O)c1ccc2c(c1)CCCN2C(C)=O	/	/	/	i	/	-20.8%	4.4%	-14.6%	/

Reformatted in CSV form: entries from further up.
molecule,SW480 rereplic,MCF10A rereplic,HT1080NT lethal,S2 tox,HT1080 IDH1KD tx,ATXN2 expr inh,KB-3-1 cytotox,KB-V1 MDR tox,IL1B secr inh
COc1ccc(CN(C)CC(=O)Nc2sc3c(c2C#N)CCC3)c(OC)c1,-2.5%,?,1.6%,i,2.2%,-31.3%,-1.3%,?,-20.0
CCN(Cc1ccccc1)S(=O)(=O)c1ccc2c(c1)CCCN2C(C)=O,/,/,/,i,/,-20.8%,4.4%,-14.6%,/
